Bioassay records deposited in PubChem BioAssay by National Center for Advancing Translational Sciences (NCATS).
Mito fusion act: qHTS Assay for Small Molecule Inhibitors of Mitochondrial Division or Activators of Mitochondrial Fusion; S. cerevisiae fusion-defective mutant growth rescue, CellTiterGlo 48 h; Potency, µM (top dose mostly 46.1 µM), for the others: at the highest dose growth rescue (activation), actives largely listed as activators; hit rate 0.23% among 320,000; AID 485298, 2010;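 also: potency is read from the fitted curve at half-maximal effect; % of control where 0% means no effect; nearly all actives have a fitted effect of over 45% in size; temperature-sensitive fusion mutants such as fzo1-1 at 37 °C on non-fermentable ethanol glycerol medium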
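Compounds are tested for their ability to restore growth of mitochondrial fusion-defective yeast strains at non-permissive 37C in YPEG medium over 48 hours. Viability is quantified by luciferase luminescence.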
VP16 counter: VP16 counterscreen qHTS for inhibitors of ROR gamma transcriptional activity; Drosophila S2 Gal4-VP16 UAS-luciferase, luminescence, 20 h; hit rate 3.5% among 310,000; Potency, µM (doses to about 53.6 µM), without a hit: at the top dose activity, negative = inhibition, hits mostly inhibitors;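 also: Gal4-VP16 expression switched on by copper sulfate through the metallothionein promoter; potency is read from the fitted curve at half-maximal effect; % is scaled to controls: 0 for no effect and ±100 for the full control effect; nearly all actives have a fitted effect of over 50% in size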
MBNL1 CUG block: qHTS Assay for Inhibitors of MBNL1-poly(CUG) RNA binding. Muscleblind-like protein 1 (Homo sapiens), Q9NR56. hit rate 0.036% among 280,000. TR-FRET MBNL1-His/biotin-(CUG)12 binding, 665/545 ratio. Potency, µM (highest dose often 57.5 µM), inactives show top-dose activity change, negative = inhibition, usual class: inhibitors. AID 2675, 2010; active = well fitted inhibition curve with a large enough effect in the signal ratio, with a control signal flat, not every such curve was filed as active; inconclusive = small, poorly fitted or top-dose-only effect, or effect the other way, or a change in a side signal; inactive = no such curve, though single readings can be large or run the other way; the % refers to the signal ratio; also: potency is read from the fitted curve at half-maximal effect; % is scaled to controls: 0 for no effect and ±100 for the full control effect
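Compounds (final 92 nM to 58 uM) are added to His-tagged MBNL1 and biotin-(CUG)12, then terbium anti-His antibody and streptavidin-XL665 (5 nM final). After 60 min at room temperature, the 665/545 nm ratio is read.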
ELG1 repair inh: qHTS screen for small molecules that inhibit ELG1-dependent DNA repair in human embryonic kidney (HEK293T) cells expressing luciferase-tagged ELG1; HEK293T ELG1-luciferase reporter, luminescence, 16 h; DNA damage induced by 5-fluorouridine; Potency, µM (titrated, usually from 46.1 µM), for inactives: at the top dose activity change, negative = inhibition, hits mostly inhibitors; hit rate 2.3% among 330,000; AID 504467, 2011; also: potency is read from the fitted curve at half-maximal effect; % is scaled to controls: 0 for no effect and ±100 for the full control effect; nearly all actives have a fitted effect of over 55% in size
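Luminescence from the luciferase reporter, measured 30 min after ONE-Glo reagent at room temperature, was the read-out. Beforehand, 2,000 cells per well were exposed for 16 hr at 37 °C to 5-fluorouridine together with compound or vehicle.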
Rab9 prom act: qHTS Assay for Rab9 Promoter Activators | AID 485297, 2010 | Potency, µM (doses to about 9.22 µM), for the others: at the top dose activation, negative = inhibition, usual class: activators | Huh7 Rab9 promoter-luciferase reporter, luminescence, 24 h | hit rate 2.8% among 320,000; also: potency is read from the fitted curve at half-maximal effect; % of control where 0% means no effect; nearly all actives have a fitted effect of over 60% in size
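Steps: seed 1500 Huh7 Rab9-luc cells per well, rest 2 h at 37 °C; add compound in DMSO; incubate 24 h; add luciferase reagent, 10 min ambient; read luminescence.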
PKM2 activator: qHTS Assay for Activators of Human Muscle isoform 2 Pyruvate Kinase; Pyruvate kinase PKM (Homo sapiens), P14618; purified PKM2, Kinase-Glo ATP luminescence, activation; response scale: 0% is enzyme alone, no compound; Potency, µM (highest dose often 57.5 µM), for the others: at the highest dose activation, most hits filed as activators; hit rate 0.34% among 260,000; also: potency is read from the fitted curve at half-maximal effect; % is scaled to controls: 0 for no effect and ±100 for the full control effect; nearly all actives have a fitted effect of over 55% in size
Target sequence (P14618 whole entry, looked up, canonical isoform): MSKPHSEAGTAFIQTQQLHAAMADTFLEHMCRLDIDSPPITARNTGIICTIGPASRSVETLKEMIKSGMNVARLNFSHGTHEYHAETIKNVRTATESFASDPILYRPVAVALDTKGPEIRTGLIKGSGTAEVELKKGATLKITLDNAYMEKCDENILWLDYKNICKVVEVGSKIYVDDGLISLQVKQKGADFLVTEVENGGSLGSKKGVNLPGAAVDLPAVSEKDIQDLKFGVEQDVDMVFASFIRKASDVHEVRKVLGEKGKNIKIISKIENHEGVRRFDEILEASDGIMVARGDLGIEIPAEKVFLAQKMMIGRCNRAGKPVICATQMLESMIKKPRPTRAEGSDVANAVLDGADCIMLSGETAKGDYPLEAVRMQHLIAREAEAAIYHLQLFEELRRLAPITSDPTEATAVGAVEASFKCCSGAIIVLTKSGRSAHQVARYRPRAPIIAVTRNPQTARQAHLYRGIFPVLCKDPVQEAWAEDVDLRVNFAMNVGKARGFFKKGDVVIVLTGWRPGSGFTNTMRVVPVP
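Purified hPK-M2 (>95% pure) converted ADP (0.1 mM final) to ATP with 0.5 mM PEP in 50 mM imidazole pH7.2, KCl, MgCl2, Tween 20, BSA; 1 h at room temperature. ATP detected by Kinase-Glo luminescence.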
Menin-MLL TR inh: qHTS Assay for Inhibitors Targeting the Menin-MLL Interaction in MLL Related Leukemias: Competition With Texas Red Labeled MLL-derived Mutant Peptide. Potency, µM (top dose mostly 61.6 µM), for the others: at the top dose FP activity change, negative = inhibition, hits mostly inhibitors. AID 1768, 2009. Menin + Texas Red MLL mutant peptide, fluorescence polarization. O00255. hit rate 0.23% among 270,000; active = well fitted inhibition curve with a large enough effect in the polarisation, with a control signal flat, not every such curve was filed as active; inconclusive = small, poorly fitted or top-dose-only effect, or effect the other way, or a change in a side signal; inactive = no such curve, though single readings can be large or run the other way; the % refers to the polarisation; also: potency is read from the fitted curve at half-maximal effect; % of control where 0% means no effect; many of its hits are not listed in these tables
FLuc counter: qHTS profiling assay for firefly luciferase inhibitor/activator using purifed enzyme and Km concentrations of substrates (counterscreen for miR-21 project); Luciferin 4-monooxygenase (Photinus pyralis), P08659; Potency, µM (doses to about 57.5 µM), for inactives: at the top dose activity change, negative = inhibition, actives largely listed as inhibitors; hit rate 6.9% among 360,000; purified FLuc, Km substrates, luminescence inhibition; AID 588342, 2011;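 also: potency is read from the fitted curve at half-maximal effect; plate controls were vehicle for no effect and reference inhibitor for full effect; nearly all actives have a fitted effect of over 55% in size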
Target sequence (P08659 whole entry, looked up): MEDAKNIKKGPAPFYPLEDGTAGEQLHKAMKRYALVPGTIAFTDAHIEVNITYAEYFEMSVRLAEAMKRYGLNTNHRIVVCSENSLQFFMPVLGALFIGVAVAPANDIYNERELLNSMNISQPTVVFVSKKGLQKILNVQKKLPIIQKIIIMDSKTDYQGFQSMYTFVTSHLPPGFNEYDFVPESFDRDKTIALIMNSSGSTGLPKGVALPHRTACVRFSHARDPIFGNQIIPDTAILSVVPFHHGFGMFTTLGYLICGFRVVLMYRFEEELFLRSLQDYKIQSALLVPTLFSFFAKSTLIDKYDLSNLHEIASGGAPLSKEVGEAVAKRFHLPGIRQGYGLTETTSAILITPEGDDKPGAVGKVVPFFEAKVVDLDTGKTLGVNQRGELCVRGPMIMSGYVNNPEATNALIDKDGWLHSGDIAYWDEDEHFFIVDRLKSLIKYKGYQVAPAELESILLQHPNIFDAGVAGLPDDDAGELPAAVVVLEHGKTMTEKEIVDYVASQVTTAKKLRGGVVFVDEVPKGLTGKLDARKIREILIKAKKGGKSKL
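Purified P. pyralis luciferase, 10 nM final, with Km-level 10 uM D-luciferin and 10 uM ATP in 50 mM Tris acetate pH 7.5, 10 mM Mg acetate, 0.01% Tween-20, 0.05% BSA; 6-point qHTS titration about 60 µM downward; luminescence read.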
NPC1 promoter act: qHTS Assay for NPC1 Promoter Activators. Huh7 NPC1 promoter luciferase reporter, 24 h. Potency, µM (highest dose often 9.22 µM), inactives show top-dose activation, actives largely listed as activators. hit rate 2.4% among 320,000. AID 485313, 2010;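 also: potency is read from the fitted curve at half-maximal effect; % of control where 0% means no effect; nearly all actives have a fitted effect of over 60% in size; reporter is driven by a mutant NPC1 promoter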
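Compounds in DMSO were transferred onto Huh7 NPC1-luciferase reporter cells pre-incubated 2 h; after 24 h at 37 °C, Amplite reagent was dispensed and luminescence recorded 10 min later.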
RORg inh: qHTS for inhibitors of ROR gamma transcriptional activity | Nuclear receptor ROR-gamma (Mus musculus), P51450 | Drosophila S2 Gal4-RORgamma UAS-luciferase reporter, 20 h | Potency, µM (titrated, usually from 53.6 µM), for the others: at the top dose activity change, negative = inhibition, most hits filed as inhibitors | hit rate 5.4% among 310,000 | AID 2551, 2010; also: potency is read from the fitted curve at half-maximal effect; % is scaled to controls: 0 for no effect and ±100 for the full control effect; nearly all actives have a fitted effect of over 60% in size
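Read-out: Photinus luciferase luminescence; inhibitors lower reporter signal. Insect Schneider cells with Gal4-ROR gamma fusion under metallothionein promoter, UAS reporter; 700 uM final copper sulfate induction, 20 hr, ambient temperature.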
KCNH2 3.1 block: qHTS for Inhibitors of KCHN2 3.1: Mutant qHTS; hit rate 0.95% among 340,000; Potassium voltage-gated channel subfamily H member 2, brain isoform KCNH2 3.1 (human); activity change, % (tested at about 1.8 µM); U2OS KCNH2 3.1, thallium flux FluxOr; stronger effect = lower value;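 active = maximum activity change below -70%; inconclusive = maximum activity change from -70% to -50%; inactive = maximum activity change above -50%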;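 also: thallium influx rate constant from kinetic fluorescence after stimulation buffer; % is scaled to controls: 0 for no effect and ±100 for the full control effect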
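Measured as rate of thallium-driven FluxOr signal in transduced U2OS cells carrying the 3.1 channel, read kinetically for 2 min upon stimulation; values are rate constants scaled to DMSO control wells.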
* hit, by the source's call; & = joins results of further samples; [ ] = another dose, or the depositor's remark. Unless noted, calls follow the shape of the dose curve; as a rule, active = well fitted curve in the direction sought with a large enough effect; inconclusive = small, poorly fitted or top-dose-only effect, or another doubt; inactive = no such curve, though single readings can be large; an effect the other way counts as inactive or inconclusive.

Screening C[C@@H](C(=O)Nc1ccc2ccccc2c1)[C@H]1C[C@]1(C)[C@H](NS(=O)(=O)c1ccc(-c2ccccc2)cc1)c1ccccc1 returned Mito fusion act -1%, VP16 counter 8%&9%, MBNL1 CUG block -1%, Rab9 prom act -7%, PKM2 activator 0%&-2%, Menin-MLL TR inh inconclusive, FLuc counter 3%, NPC1 promoter act -5%, RORg inh -1%&-4% and KCNH2 3.1 block -8.
For O=C1C2C3C=CC(C3)C2C(=O)N1c1ccc2c(c1)OCO2 (stereo not given) the results were Mito fusion act 2%, VP16 counter -2%, MBNL1 CUG block -9%, ELG1 repair inh 2%, Rab9 prom act -2%, PKM2 activator 3%, Menin-MLL TR inh 7%, FLuc counter -23%, NPC1 promoter act 6%, RORg inh 9% and KCNH2 3.1 block 5.
Screening CC1=C(C(N)=O)C(c2ccc(Cl)c(Cl)c2)n2ncnc2N1 (stereo not given) returned Mito fusion act 0%, VP16 counter 3%, MBNL1 CUG block -5%, ELG1 repair inh 5%, Rab9 prom act -6%, Menin-MLL TR inh 4%, FLuc counter 2%, NPC1 promoter act 1%, RORg inh -12% and KCNH2 3.1 block 4.
For Cc1nc(NN)c2c3c(sc2n1)COC(C)(C)C3 the results were Mito fusion act 3%, VP16 counter -21%, MBNL1 CUG block 6%, ELG1 repair inh -5%, Rab9 prom act -4%[1.84 µM], Menin-MLL TR inh -30%, FLuc counter 4%, NPC1 promoter act -3%, RORg inh 13µM* and KCNH2 3.1 block 1.
`COCC(C)NC(=O)C1c2ccccc2Oc2ccccc21` (stereo not given) gave Mito fusion act 6%, VP16 counter -14%, MBNL1 CUG block -8%, ELG1 repair inh -7%, Rab9 prom act 3%, PKM2 activator -3%, Menin-MLL TR inh -8%, FLuc counter -5%, NPC1 promoter act 0%, RORg inh -8% and KCNH2 3.1 block 14.
O=[N+]([O-])c1ccccc1S(=O)(=O)Nc1nc2ccccc2s1 was read as Mito fusion act -2%, VP16 counter 5%, MBNL1 CUG block inconclusive, ELG1 repair inh 14%, Rab9 prom act 8%, PKM2 activator 2%, Menin-MLL TR inh inconclusive, FLuc counter -12%, NPC1 promoter act 3%, RORg inh -19% and KCNH2 3.1 block -1.
O=C(O)c1ccc(N/N=C/c2ccc(OC(=O)c3ccccc3Cl)cc2)cc1 was read as Mito fusion act 1%, VP16 counter 0.32µM*, ELG1 repair inh inconclusive, Rab9 prom act inconclusive, PKM2 activator -4%, Menin-MLL TR inh inconclusive, FLuc counter 1.9µM*, NPC1 promoter act inconclusive, RORg inh 0.4µM* and KCNH2 3.1 block -1.
Screening O=C(c1ccc(SCc2cccc(Br)c2)c([N+](=O)[O-])c1)N1CCN(c2ccccn2)CC1 returned Mito fusion act 5%, VP16 counter -6%, MBNL1 CUG block 3%, ELG1 repair inh -27%, Rab9 prom act 2%, PKM2 activator 0%, Menin-MLL TR inh 5%, FLuc counter 5%, NPC1 promoter act -6%, RORg inh 28% and KCNH2 3.1 block -47.
For COc1ccc(C2/C(=C(/O)c3ccccc3)C(=O)C(=O)N2CCCN2CCOCC2)cc1 (stereo not given) the results were Mito fusion act 0%, VP16 counter -3%, MBNL1 CUG block 5%, ELG1 repair inh 2%, Rab9 prom act 0%, PKM2 activator 2%, Menin-MLL TR inh -6%, FLuc counter inconclusive, NPC1 promoter act -5%, RORg inh -10% and KCNH2 3.1 block 10.
For O=C(Nc1ccc2[nH]ncc2c1)c1cccc(F)c1 the results were Mito fusion act 0%, VP16 counter 3%, MBNL1 CUG block 0%, ELG1 repair inh inconclusive, Rab9 prom act inconclusive, PKM2 activator -5%, Menin-MLL TR inh 8%, FLuc counter inconclusive, NPC1 promoter act inconclusive, RORg inh 26% and KCNH2 3.1 block -1.
For COc1cccc(Nc2ncc(C(=O)O)c3ccccc23)c1 the results were Mito fusion act 4%, VP16 counter 2%, MBNL1 CUG block 4%, ELG1 repair inh 9%, Rab9 prom act 0%, PKM2 activator 5%, FLuc counter -16%, NPC1 promoter act -1%, RORg inh -12% and KCNH2 3.1 block -12.
`CCOC(=O)C(Cc1ccccc1)NC(C)=O` (stereo not given) gave Mito fusion act 3%, VP16 counter 14%, MBNL1 CUG block 1%, ELG1 repair inh inconclusive, Rab9 prom act -1%, PKM2 activator 12%, Menin-MLL TR inh -4%, FLuc counter -17%, NPC1 promoter act -4%, RORg inh 23% and KCNH2 3.1 block 4.
Screening CN1CCN(CCCC(=O)c2ccc(F)cc2)CC1 returned Mito fusion act 1%, VP16 counter -2%, MBNL1 CUG block -2%, ELG1 repair inh 17%, Rab9 prom act -6%, PKM2 activator 2%, Menin-MLL TR inh -9%, FLuc counter -1%, NPC1 promoter act 0% and RORg inh -29%.
`CC1CN(C(=O)COC(=O)Cc2c(F)cccc2Cl)CC(C)O1` (stereo not given) gave Mito fusion act -2%, ELG1 repair inh 14%, Rab9 prom act -3%, FLuc counter -3%, NPC1 promoter act -1% and KCNH2 3.1 block -7.
O=C(CSCc1ccco1)c1cccs1 was read as Mito fusion act 1%, VP16 counter -2%, MBNL1 CUG block 4%, ELG1 repair inh inconclusive, Rab9 prom act 1.3µM*, PKM2 activator -12%, Menin-MLL TR inh 3%, FLuc counter 9.5µM*, NPC1 promoter act 4µM*, RORg inh 7% and KCNH2 3.1 block -1.
CCOc1ccccc1CNC(=O)C1CCN(c2nc3ccccc3o2)CC1 was read as Mito fusion act -6%, VP16 counter -11%, MBNL1 CUG block -2%, ELG1 repair inh 7%, Rab9 prom act 1%, PKM2 activator -3%, Menin-MLL TR inh 0%, FLuc counter 7%, NPC1 promoter act -5%, RORg inh 32% and KCNH2 3.1 block 2.
Screening CCOC(=O)CCNC(=O)N1CCCC(C(=O)c2cccc(Cl)c2)C1 (stereo not given) returned Mito fusion act 1%, VP16 counter -2%, MBNL1 CUG block 3%, ELG1 repair inh -1%, Rab9 prom act -1%, PKM2 activator -2%, Menin-MLL TR inh 9%, FLuc counter -3%, NPC1 promoter act 1%, RORg inh 25% and KCNH2 3.1 block 3.
Screening CC(=O)c1ccc(N2CCN(CC(=O)N(C3CC3)C3CCS(=O)(=O)C3)CC2)c(F)c1 (stereo not given) returned Mito fusion act -1%, ELG1 repair inh 12%, Rab9 prom act 3%, FLuc counter -1%, NPC1 promoter act -2% and KCNH2 3.1 block 3.
Screening CCO/C=C/C(O)(CNC(=O)COc1ccccc1F)C(F)(F)F (stereo not given) returned Mito fusion act -1%, VP16 counter 0%, MBNL1 CUG block 1%, ELG1 repair inh 1%, Rab9 prom act 0%, PKM2 activator -4%, Menin-MLL TR inh 15%, FLuc counter 0%, NPC1 promoter act 1%, RORg inh -23% and KCNH2 3.1 block 3.
For Cc1ccc(S(=O)(=O)NCCSC(C)(C)C)cc1 the results were Mito fusion act -1%, VP16 counter -2%, MBNL1 CUG block 0%, ELG1 repair inh 1%, Rab9 prom act 1%, PKM2 activator -5%, Menin-MLL TR inh -3%, FLuc counter -1%, NPC1 promoter act 1%, RORg inh 6% and KCNH2 3.1 block -2.
Screening CN1C(=O)c2ccccc2Sc2ccc(C(=O)O)cc21 returned Mito fusion act -3%, VP16 counter 3%, MBNL1 CUG block -6%, ELG1 repair inh 15%, Rab9 prom act -1%, Menin-MLL TR inh 7%, FLuc counter 3%, NPC1 promoter act 2%, RORg inh -6% and KCNH2 3.1 block 6.
CCC(=O)c1ccc(OCC(=O)OCC(=O)NCCCc2ccccc2)cc1 was read as Mito fusion act 2%, ELG1 repair inh 15%, Rab9 prom act -3%, FLuc counter 7%, NPC1 promoter act -1% and KCNH2 3.1 block -16.

A portion of the library, so the mix of outcomes need not match the whole.
